Compound activity (PubChem)
CTSL1 counter: cathepsin L1 inhibition, PFM18AAP counter-screen; inhibition, % at 5.96 µM; 0.49% of 300,000 active; recombinant F. hepatica cathepsin L1, Z-Leu-Arg-MCA fluorescence;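 active = inhibition above the mean of all tested compounds plus 3 SD, set per screening campaign, cut at about 17% in these data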;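 also: 0% = plate median of test compound wells and 100% = 1 µM Z-Phe-Ala-diazomethylketone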
PREPL inh: human PREPL enzyme inhibition; inhibition, % at 5.96 µM; 0.68% of 320,000 active; recombinant PREPL, fluorescence polarization activity-based probe; in the data active = inhibition above about 43%;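 also: 0% = enzyme with DMSO and 100% = wells lacking enzyme; many of its hits are not listed in these tables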
PP1 inh: blocks human PP1-alpha phosphatase, a PP5 counter-screen; inhibition, % at 6.7 µM; purified PP1alpha, OMFP fluorescence; AID 2235; 0.9% of 320,000 active; P62136;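 active = inhibition above the mean inhibition of all tested compounds plus 3 SD, computed separately for each screening campaign, cut at about 15% in these data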
Target sequence (P62136 whole entry, looked up): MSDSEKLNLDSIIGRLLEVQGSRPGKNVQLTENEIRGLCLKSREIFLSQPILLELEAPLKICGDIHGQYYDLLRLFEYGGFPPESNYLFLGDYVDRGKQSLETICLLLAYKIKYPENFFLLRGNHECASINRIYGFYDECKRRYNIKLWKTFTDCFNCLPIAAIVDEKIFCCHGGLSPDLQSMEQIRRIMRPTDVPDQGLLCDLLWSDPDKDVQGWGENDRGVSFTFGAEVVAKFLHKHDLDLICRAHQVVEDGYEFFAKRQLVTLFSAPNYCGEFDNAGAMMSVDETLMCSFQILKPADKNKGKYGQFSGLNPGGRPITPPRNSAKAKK
HCV core dimer: blocks dimerization of HCV core protein | TR-FRET GST/Flag-core106 dimerization, 1536-well | inhibition, % at 5 µM | 0.33% of 300,000 active | AID 1899;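 active = inhibition above the mean of all tested compounds plus 3 SD, set per screening campaign, cut at about 45% in these data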
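System: GST-tagged and Flag-tagged HCV core protein residues 1-106 / Input: core106 proteins, GST 13.5 nM and Flag 17 nM / Buffer or medium: KF-containing HEPES buffer, pH 7.45, DTT, CHAPS, BSA / Probe or stimulus: Eu-anti-GST and XL665-anti-Flag labelled anti-tag antibodies / Schedule: 4 h, 22.5 °C incubation / Technique: TR-FRET 671 and 617 nm emission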
PP5 inh: PP5 (human) phosphatase inhibition. purified PP5c, OMFP substrate fluorescence. inhibition, % at 6.7 µM. 0.18% of 320,000 active;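 active = inhibition above the campaign's mean inhibition across all tested compounds plus 3 SD, cut at about 9.5% in these data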;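 also: 0% = DMSO only and 100% = 100 µM cantharidin control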
LYPLA2 counter: LYPLA2 (human) inhibition in PME1 counter-screen | inhibition, % at 5.9 µM | 0.38% of 320,000 active | O95372 | AID 2177 | recombinant LYPLA2, FP-Rh probe fluorescence polarization;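 active = inhibition above the screen-wide mean plus 3 SD, limit set per campaign, cut at about 26% in these data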;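 also: 0% = LYPLA2 with DMSO and 100% = wells lacking LYPLA2 enzyme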
Target sequence (O95372 whole entry, looked up): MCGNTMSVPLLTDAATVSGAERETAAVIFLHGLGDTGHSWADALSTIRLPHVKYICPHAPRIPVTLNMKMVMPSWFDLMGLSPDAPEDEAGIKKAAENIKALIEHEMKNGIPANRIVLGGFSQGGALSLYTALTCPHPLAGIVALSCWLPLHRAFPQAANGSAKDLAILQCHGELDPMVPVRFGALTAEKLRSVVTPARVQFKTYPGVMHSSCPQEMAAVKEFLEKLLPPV
Efflux pump inh: inhibitors of Candida antifungal efflux pumps expressed in yeast; S. cerevisiae Candida pump triplex, Nile Red efflux; inhibition, % at 10 µM; 0.44% of 330,000 active; AID 485275;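 active = plate passing quality check with inhibition over a set limit, or well fluorescence over plate mean plus 4 SD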;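 also: Nile Red retained in pooled yeast measured as flow cytometry median fluorescence; 0% = buffer negative control and 100% = Enniatin B positive control; higher means more Nile Red kept so more efflux inhibition; some compounds called inactive have numbers as strong as hits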
TPT1 inh: inhibitors of Candida albicans tRNA 2'-phosphotransferase TPT1 | recombinant caTPT1, FP RNA substrate dephosphorylation | inhibition, % at 5 µM | 0.81% of 300,000 active | AID 1962;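 active = inhibition above the mean of all tested compounds plus 3 SD, set per screening campaign, cut at about 24% in these data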;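 also: plate controls were DMSO alone for no effect and ferristatin control at 100 nM for full effect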
JMJD2C inh: human JMJD2C demethylase inhibition; Q9H3R0; GST-JMJD2C(1-420) H3K9me3 demethylation, DELFIA europium; inhibition, % at 2.35 µM; 0.069% of 330,000 active; AID 2099;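 active = more than half of a compound's replicate wells show inhibition beyond 50%, single wells judged on their own value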;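 also: signal counts dimethyl H3K9 product captured on neutravidin plate; 0% = median of DMSO wells and 100% = 0.3 times that DMSO median; strong numbers were not always called active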
Target sequence (Q9H3R0 1-420 limits assumed): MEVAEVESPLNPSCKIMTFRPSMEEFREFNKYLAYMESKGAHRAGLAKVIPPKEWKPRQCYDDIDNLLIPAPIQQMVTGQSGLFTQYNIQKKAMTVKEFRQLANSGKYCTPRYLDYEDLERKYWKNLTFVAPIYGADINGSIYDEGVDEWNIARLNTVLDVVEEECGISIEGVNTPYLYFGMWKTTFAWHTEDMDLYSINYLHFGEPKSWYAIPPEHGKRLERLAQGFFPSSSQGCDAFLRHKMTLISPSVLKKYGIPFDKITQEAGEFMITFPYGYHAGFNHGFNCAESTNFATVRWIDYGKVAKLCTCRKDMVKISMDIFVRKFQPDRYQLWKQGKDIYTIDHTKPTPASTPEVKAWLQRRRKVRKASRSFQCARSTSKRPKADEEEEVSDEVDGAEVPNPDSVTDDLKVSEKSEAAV
Numbers without * were called inactive.

`Cc1ccc(C(=O)N/N=C2\CCSC2)cc1[N+](=O)[O-]` gave CTSL1 counter 1, PREPL inh 11, PP1 inh 1, HCV core dimer -8, PP5 inh 1.1, LYPLA2 counter -4, Efflux pump inh -4.3, TPT1 inh -4 and JMJD2C inh 8.
`N/C(=N\OS(=O)(=O)c1ccc(Cl)cc1)c1cccnc1` gave CTSL1 counter -3, PREPL inh -10, PP1 inh 0, HCV core dimer 3, PP5 inh -0.8, LYPLA2 counter -4, Efflux pump inh -0.3, TPT1 inh 0 and JMJD2C inh 8.
For O=c1c2ccccc2ncn1-c1cccc(Br)c1 the results were CTSL1 counter 2, PREPL inh 3, PP1 inh -2, HCV core dimer 3, PP5 inh -1.5, LYPLA2 counter 2, Efflux pump inh 0.0, TPT1 inh -1 and JMJD2C inh -3.
For COc1ccccc1-c1cc(C(=O)NN)[nH]n1 the results were CTSL1 counter 4, PREPL inh -4, PP1 inh 1, HCV core dimer 3, PP5 inh 0.0, LYPLA2 counter -6, Efflux pump inh 0.0, TPT1 inh 1 and JMJD2C inh 8.
Screening Cc1cccc(Nc2nc(N3CCOCC3)nc(N3CCOCC3)n2)c1 returned CTSL1 counter -5, PREPL inh -4, PP1 inh -1, HCV core dimer -2, PP5 inh 1.1, LYPLA2 counter -2, Efflux pump inh -0.1, TPT1 inh -4 and JMJD2C inh -3.
`COC(=O)c1oc2ccc(OC)cc2c1N` gave CTSL1 counter 1, PREPL inh 5, PP1 inh -2, HCV core dimer 3, PP5 inh 1.9, LYPLA2 counter 1, Efflux pump inh -0.2, TPT1 inh -4 and JMJD2C inh 6.
Screening Fc1ccc(CNC(=S)NC2CCCCCC2)cc1 returned CTSL1 counter -3, PREPL inh 7, PP1 inh 0, HCV core dimer 0, PP5 inh 1.9, LYPLA2 counter 0, Efflux pump inh -0.1, TPT1 inh 0 and JMJD2C inh -2.
`COc1ccc(-c2cc(C(=O)N3CCN(C(c4ccccc4)c4ccccc4)CC3)no2)cc1` gave CTSL1 counter 1, PREPL inh -3, PP1 inh 4, HCV core dimer 5, PP5 inh 0.4, LYPLA2 counter -5, Efflux pump inh 0.0, TPT1 inh -1 and JMJD2C inh 8.
For CC1CCC(NC(=O)CN2CCC(n3nnc4cc(F)ccc43)CC2)CC1 (configuration not stated) the results were CTSL1 counter 1, PREPL inh 14, PP1 inh 2, HCV core dimer -4, PP5 inh 2.8, LYPLA2 counter -2, Efflux pump inh 0.1, TPT1 inh 1 and JMJD2C inh 3.
`COc1ccccc1C(=O)N/C(=C\c1cn(C)c2ccccc12)C(=O)NCCCn1ccnc1` gave CTSL1 counter 3, PREPL inh -1, PP1 inh -4, HCV core dimer -6, PP5 inh 0.7, LYPLA2 counter 3, Efflux pump inh -0.1, TPT1 inh -1 and JMJD2C inh 4.
Screening CC1(C)CC(=O)C2=C(C1)Nc1ccccc1NC2c1cc(Cl)ccc1O (configuration not stated) returned CTSL1 counter 6, PREPL inh 2, PP1 inh -2, HCV core dimer 12, PP5 inh 1.4, LYPLA2 counter 2, Efflux pump inh -0.1, TPT1 inh 1 and JMJD2C inh -5.
`COc1ccccc1NC(=O)Nc1nnc(C(C)c2ccccc2)s1` (configuration not stated) gave CTSL1 counter -2, PREPL inh -15, PP1 inh 6, HCV core dimer -10, PP5 inh 7.9, LYPLA2 counter -17, Efflux pump inh -0.2, TPT1 inh 3 and JMJD2C inh -12.

Fetched one by one from above:
Screening CC1(C)CC(=O)C2=C(C1)Nc1ccccc1NC2c1cc(Cl)ccc1O (configuration not stated) returned CTSL1 counter 6, PREPL inh 2, PP1 inh -2, HCV core dimer 12, PP5 inh 1.4, LYPLA2 counter 2, Efflux pump inh -0.1, TPT1 inh 1 and JMJD2C inh -5.
`COc1ccc(-c2cc(C(=O)N3CCN(C(c4ccccc4)c4ccccc4)CC3)no2)cc1` gave CTSL1 counter 1, PREPL inh -3, PP1 inh 4, HCV core dimer 5, PP5 inh 0.4, LYPLA2 counter -5, Efflux pump inh 0.0, TPT1 inh -1 and JMJD2C inh 8.

(further entries)
CC(=O)c1cccc(S(=O)(=O)NCCC(=O)O)c1 was read as CTSL1 counter -2, PREPL inh -16, PP1 inh 1, HCV core dimer 3, PP5 inh 4.2, LYPLA2 counter -1, Efflux pump inh 0.1, TPT1 inh 2 and JMJD2C inh -1.
`COc1ccc(COc2cc(-c3cccc(OC)c3)nc3ccc(NC(=O)c4ccc(Cl)cc4)cc23)cc1` gave CTSL1 counter 2, PREPL inh -16, PP1 inh -1, HCV core dimer 10, PP5 inh 0.1, LYPLA2 counter -86, Efflux pump inh 0.1, TPT1 inh 1 and JMJD2C inh 4.
Screening O=C(NCc1ccccc1)c1ccc(Br)cc1 returned CTSL1 counter 4, PREPL inh -5, PP1 inh -3, HCV core dimer 2, PP5 inh 0.8, LYPLA2 counter -1, Efflux pump inh 0.1, TPT1 inh -3 and JMJD2C inh 3.
For Cc1cc2cc(CNC(=O)c3cc4ccccc4o3)ccc2n1C the results were CTSL1 counter 2, PREPL inh 65*, PP1 inh 22*, HCV core dimer 29, PP5 inh 4.6, LYPLA2 counter 5, Efflux pump inh 0.6 and TPT1 inh -16.
Cc1cc(-c2onc(C)c2C(=O)O)no1 was read as CTSL1 counter 4, PREPL inh 13, PP1 inh -5, HCV core dimer -2, PP5 inh 1.2, LYPLA2 counter 1, Efflux pump inh -0.1, TPT1 inh -3 and JMJD2C inh 6.
For COc1ccc(Cl)cc1NC(=S)N(Cc1ccc(C(=O)O)cc1)Cc1ccc(OC)c(OC)c1 the results were CTSL1 counter 3, PREPL inh -3, PP1 inh -1, HCV core dimer 8, PP5 inh 1.1, LYPLA2 counter 2, Efflux pump inh 0.1, TPT1 inh -2 and JMJD2C inh -4.
For CCOC(=O)N1CCC(NC(=O)C2CCCN(S(=O)(=O)c3cccc4nsnc34)C2)CC1 (configuration not stated) the results were CTSL1 counter 0, PREPL inh -6, PP1 inh 3, HCV core dimer -6, PP5 inh 0.6, LYPLA2 counter -1, Efflux pump inh 0.2, TPT1 inh -6 and JMJD2C inh 4.
CC(C)OC(=O)NC(Nc1ccccc1C(=O)O)(C(F)(F)F)C(F)(F)F was read as CTSL1 counter -1, PREPL inh 5, PP1 inh 0, HCV core dimer 0, PP5 inh -3.4, LYPLA2 counter -8, Efflux pump inh 0.3, TPT1 inh 2 and JMJD2C inh 4.
Screening COc1ccc(C(=O)/C=C/Nc2ccc(C)cn2)cc1OC returned CTSL1 counter 3, PREPL inh 3, PP1 inh 0, HCV core dimer 4, PP5 inh 1.1, LYPLA2 counter -1, Efflux pump inh -0.1, TPT1 inh 0 and JMJD2C inh 3.
`CCOC(=O)C1CCCN(Cc2ccc(O)c(OC)c2)C1` (configuration not stated) gave CTSL1 counter 1, PREPL inh 6, PP1 inh 2, HCV core dimer -7, PP5 inh -4.3, LYPLA2 counter 9, Efflux pump inh 0.1, TPT1 inh 3 and JMJD2C inh -3.
`COc1ccc(CNC(=O)COC(=O)c2cccc(S(=O)(=O)N3CCOCC3)c2)cc1` gave PREPL inh 9, PP1 inh -6, PP5 inh 3.1, LYPLA2 counter -4, Efflux pump inh 0.2 and JMJD2C inh -1.
`Cc1ccnc(NC(=O)c2cccc(S(=O)(=O)N3CCOCC3)c2)c1` gave CTSL1 counter -1, PREPL inh -4, PP1 inh -3, HCV core dimer 0, PP5 inh -1.9, LYPLA2 counter -6, Efflux pump inh -0.1, TPT1 inh 0 and JMJD2C inh 6.
`CCOP(=O)(c1ccc(N(C)C)cc1)C(O)c1ccc(C)cc1` (configuration not stated) gave CTSL1 counter -3, PREPL inh 4, PP1 inh -1, HCV core dimer -4, PP5 inh 7.1, LYPLA2 counter 9, Efflux pump inh 0.0, TPT1 inh -1 and JMJD2C inh -4.
`CCOc1cccc(-c2c(C(=O)N/N=C(\C)c3cccnc3)nnn2-c2nonc2N)c1` gave CTSL1 counter 0, PREPL inh 5, PP1 inh 0, HCV core dimer 2, PP5 inh -0.5, LYPLA2 counter 1, Efflux pump inh 0.1, TPT1 inh 0 and JMJD2C inh 6.
Screening COc1cccc(C2C3=C(N=c4s/c(=C\c5ccccc5O)c(=O)n42)c2ccccc2CC3)c1OC (configuration not stated) returned CTSL1 counter -2, PREPL inh -1, PP1 inh 3, HCV core dimer 0, PP5 inh -2.7, LYPLA2 counter -5, Efflux pump inh 0.0, TPT1 inh -1 and JMJD2C inh 0.
Cc1nn(-c2ccccc2)c(C)c1C(=O)OC/C(O)=C(\C#N)c1nc2ccccc2[nH]1 was read as CTSL1 counter 0, PREPL inh 12, PP1 inh 8, HCV core dimer 67*, PP5 inh 2.8, LYPLA2 counter -5, Efflux pump inh 0.1, TPT1 inh 22 and JMJD2C inh 7.
For COc1ccc(C(=O)NCCc2nnc(SCC(=O)Nc3ccccc3F)n2C)cc1 the results were CTSL1 counter 2, PREPL inh -3, PP1 inh 0, HCV core dimer 1, PP5 inh -1.0, LYPLA2 counter -1, Efflux pump inh 0.0, TPT1 inh 0 and JMJD2C inh inactive.
CS(=O)(=O)c1cnc2c(S(=O)(=O)c3ccccc3)cnn2c1N was read as CTSL1 counter 2, PREPL inh 1, PP1 inh -3, HCV core dimer 0, PP5 inh 1.7, LYPLA2 counter 5, Efflux pump inh -0.1, TPT1 inh 0 and JMJD2C inh -6.
Cc1cc(-c2ccccc2)n2ncc(-c3ccccc3)c2n1 was read as CTSL1 counter 2, PREPL inh 15, PP1 inh 1, HCV core dimer -14, PP5 inh 1.2, LYPLA2 counter -1, Efflux pump inh -0.6, TPT1 inh 1 and JMJD2C inh -19.
For O=C(Nc1c2c(nn1-c1cccc(Cl)c1)CS(=O)C2)c1ccc2c(c1)OCO2 (configuration not stated) the results were CTSL1 counter -3, PREPL inh -8, PP1 inh -1, HCV core dimer 3, PP5 inh 2.9, LYPLA2 counter 7, Efflux pump inh 0.0, TPT1 inh -3 and JMJD2C inh 7.
`O=C(O)CN1C(=O)/C(=C/c2ccccc2Cl)Oc2ccccc21` gave CTSL1 counter 3, PREPL inh -11, PP1 inh 4, HCV core dimer 2, PP5 inh -3.0, LYPLA2 counter -4, Efflux pump inh -0.2, TPT1 inh -2 and JMJD2C inh -2.
For C=CCn1c(=S)[nH]c2sccc2c1=O the results were CTSL1 counter 3, PREPL inh 9, PP1 inh 0, HCV core dimer -1, PP5 inh 2.1, LYPLA2 counter 2, Efflux pump inh 0.8*, TPT1 inh -9 and JMJD2C inh 2.
COC(=O)C1=C(C)NC(=O)/C1=C\c1cc(C)n(-c2cc(C)cc(C)c2)c1C was read as CTSL1 counter 4, PREPL inh 11, PP1 inh 4, HCV core dimer 20, PP5 inh 0.9, LYPLA2 counter 0, Efflux pump inh 0.0, TPT1 inh 2 and JMJD2C inh 0.
Screening COc1cccc(NC(=O)/C=C/c2ccco2)c1 returned CTSL1 counter 3, PREPL inh 1, PP1 inh -6, HCV core dimer 4, PP5 inh -1.2, LYPLA2 counter -2, Efflux pump inh -0.5, TPT1 inh 6 and JMJD2C inh -12.
`O=C(Nc1cccn(Cc2cccc(F)c2)c1=O)NC1CCCCC1` gave CTSL1 counter -2, PREPL inh 4, PP1 inh 4, HCV core dimer 1, PP5 inh -1.0, LYPLA2 counter 2, Efflux pump inh -0.2, TPT1 inh 0 and JMJD2C inh -7.

This is a subset. The share of hits here may be higher or lower than overall.
